Screening data deposited in PubChem by several laboratories.
CRFBP-R2 agonist: CRF-BP/CRF-R2 complex agonism | 350,000 tested, 0.46% active | HEK293 CRF-R2/CRF-BP, calcium dye fluorescence (FLIPR); percent of saturating CRF peptide response | activation, % at 13.2 µM;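 active = activation of at least 50%, plus an integration ratio under a set limit after plate pattern correction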;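 note: plate controls were neutral control wells without compound for no effect and CRF at EC100 for full effect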
M5 PAM: positive allosteric modulators of human muscarinic M5 receptor; 360,000 tested, 0.3% active; P08912; activation, % at 3 µM; CHO-K1 hM5, Fluo-8 calcium, ACh EC20 PAM; 0% = ACh EC20, 100% = ACh EC100;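 active = activation above the run cutoff, the mean activation of all test compounds plus 3 SD, cut at about 18% in these data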
Target sequence (P08912 whole entry, looked up): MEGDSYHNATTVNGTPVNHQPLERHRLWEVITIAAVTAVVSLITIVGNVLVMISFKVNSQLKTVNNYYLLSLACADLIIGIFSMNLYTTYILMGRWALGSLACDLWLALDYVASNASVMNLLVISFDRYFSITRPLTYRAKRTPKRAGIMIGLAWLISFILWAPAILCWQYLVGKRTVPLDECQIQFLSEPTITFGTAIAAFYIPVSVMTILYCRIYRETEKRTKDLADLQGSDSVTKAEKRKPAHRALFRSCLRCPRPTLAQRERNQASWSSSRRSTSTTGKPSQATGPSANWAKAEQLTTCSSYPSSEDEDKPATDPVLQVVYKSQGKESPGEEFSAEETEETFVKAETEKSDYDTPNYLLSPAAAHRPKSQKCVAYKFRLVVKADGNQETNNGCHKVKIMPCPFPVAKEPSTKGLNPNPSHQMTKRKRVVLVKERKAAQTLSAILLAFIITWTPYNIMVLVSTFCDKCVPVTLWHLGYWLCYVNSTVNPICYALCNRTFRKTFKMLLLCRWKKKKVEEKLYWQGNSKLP
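system = human M5 receptor in CHO-K1 cells | reagent = EC20 acetylcholine as agonist stimulus | compound dosing = single-point, 3 µM nominal | incubation = Fluo-8 loading 80 min at 37 °C plus 30 min room temperature | detection = Fluo-8 calcium dye fluorescence, kinetic read | benchmarks = low control EC20 acetylcholine (0%), high control EC100 acetylcholine (100%)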
CHRM5 antagonist: blocks acetylcholine activation of human M5 receptor; P08912; CHO-hM5 cells, Fluo-8 calcium fluorescence, ACh EC80; inhibition, % at 3 µM; 360,000 tested, 0.59% active;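 active = inhibition above a per-plate cutoff, the mean of that plate's test compounds plus 3 SD, cut at about 27% in these data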;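 note: 0% = acetylcholine EC80 with DMSO and 100% = DMSO without agonist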
CHRM5 agonist: CHRM5 agonism in calcium assay; activation, % at 3 µM; P08912; 360,000 tested, 0.19% active; CHO-K1 hM5 cells, Fluo-8 calcium fluorescence; 0% DMSO wells, 100% maximal acetylcholine response;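 active = activation above the run's mean over test compounds plus 3 SD, cut at about 23% in these data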;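 note: signal is peak over basal fluorescence ratio across the kinetic read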
CRFBP-R2 block: blocks CRF-induced signaling of the CRF-BP/CRF-R2 complex; 350,000 tested, 0.59% active; AID 588475; HEK293 CRF-R2/CRF-BP, CRF-induced calcium fluorescence; inhibition, % at 11.8 µM;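 active = inhibition of the ligand-induced calcium signal above about 50% at the single tested concentration, limit read from the data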
M4 PAM: positive allosteric modulators of human muscarinic M4 receptor | CHO-K1 hM4/Gqi5, Fluo-8 calcium fluorescence, ACh EC20; 0% = ACh EC20, 100% = maximal ACh | activation, % at 3 µM | 360,000 tested, 0.4% active | AID 624126;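 active = activation above its plate's cutoff, the mean activation of sample wells plus 3 SD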; note: some results filed as inactive read as strong as hits
Target sequence (P08173 whole entry, looked up): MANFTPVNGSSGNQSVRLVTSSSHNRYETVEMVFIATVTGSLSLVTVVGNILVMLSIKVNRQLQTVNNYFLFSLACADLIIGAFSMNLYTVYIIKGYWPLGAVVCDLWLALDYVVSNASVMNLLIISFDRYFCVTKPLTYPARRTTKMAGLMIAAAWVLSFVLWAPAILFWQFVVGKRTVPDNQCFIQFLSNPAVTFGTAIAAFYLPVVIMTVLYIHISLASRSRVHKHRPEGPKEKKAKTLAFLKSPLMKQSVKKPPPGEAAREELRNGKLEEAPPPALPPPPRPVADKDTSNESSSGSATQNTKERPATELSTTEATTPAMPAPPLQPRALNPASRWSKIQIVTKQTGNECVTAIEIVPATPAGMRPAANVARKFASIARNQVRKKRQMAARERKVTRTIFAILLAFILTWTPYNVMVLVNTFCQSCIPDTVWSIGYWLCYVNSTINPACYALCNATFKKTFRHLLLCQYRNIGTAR
M4 ag: agonists of human muscarinic M4 receptor (CHRM4) | CHO-K1 hM4/Gqi5, Fluo-8 calcium fluorescence; vehicle 0%, full acetylcholine response 100% | activation, % at 3 µM | 360,000 tested, 0.14% active | AID 624127;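 active = activation above the run mean over all test wells plus 3 SD, cut at about 32% in these data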;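 note: peak over basal fluorescence ratio per well then scaled between controls; 0% = DMSO wells and 100% = acetylcholine at EC100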
M4 antag: blocks acetylcholine activation of human M4 receptor | 360,000 tested, 0.73% active | P08173 | CHO-hM4 cells, ACh EC80, Fluo-8 calcium fluorescence | inhibition, % at 3 µM;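 active = inhibition above its plate's cutoff, the mean inhibition of sample wells plus 3 SD, cut at about 27% in these data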;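 note: 0% = acetylcholine EC80 with DMSO and 100% = DMSO without agonist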
IDE inh: inhibits human insulin-degrading enzyme in HEK cells | P14735 | FAbetaB cleavage, fluorescence polarization | inhibition, % at 5.59 µM | 320,000 tested, 0.41% active | AID 434962;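 active = percent inhibition above the average of all tested compounds plus 3 SD, set per screening campaign, cut at about 16% in these data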;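 note: IDE supplied by intact live HEK cells; FP after avidin binding of uncleaved biotin substrate so inhibition keeps polarization high; 0% = DMSO wells and 100% = 60 µM reference IDE inhibitor Ii1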
* hit, by the source's call.

CCN1CCC(O)(C(C(=O)OC)c2ccccc2)CC1 (stereo unspecified) was read as CRFBP-R2 agonist 2.0, M5 PAM -3.1, CHRM5 antagonist 8.6, CHRM5 agonist -2.0, CRFBP-R2 block -5.6, M4 PAM -1.4, M4 ag -0.1 and M4 antag 17.0.
Screening O=C(Nc1ccccc1)/C(=C/c1ccc(O)cc1)NC(=O)c1ccco1 returned CRFBP-R2 agonist 0.4, M5 PAM -1.8, CHRM5 antagonist 19.0, CHRM5 agonist -1.1, CRFBP-R2 block -5.7, M4 PAM -0.1, M4 ag 2.2, M4 antag 1.1 and IDE inh -7.8.
For O=C1C=C(c2ccc(C(=O)O)cc2)C[C@@H](c2ccc(F)cc2)C1 the results were CRFBP-R2 agonist 0.8, M5 PAM 12.8, CHRM5 antagonist -4.6, CHRM5 agonist 5.1, CRFBP-R2 block -7.2, M4 PAM 13.6, M4 ag 2.0, M4 antag -14.7 and IDE inh 9.4.
For CCOc1ccc(OCC)c(S(=O)(=O)NCc2ccc3c(c2)OCO3)c1 the results were CRFBP-R2 agonist -0.1, M5 PAM -1.0, CHRM5 antagonist -1.6, CHRM5 agonist 2.0, CRFBP-R2 block -2.5, M4 PAM -1.5, M4 ag 0.7, M4 antag -13.3 and IDE inh 0.4.
CC(=O)Nc1ccc(NC(=O)CCC(=O)Oc2ccc(C)cc2)cc1 was read as CRFBP-R2 agonist -2.5, M5 PAM -2.5, CHRM5 antagonist 7.5, CHRM5 agonist -0.9, CRFBP-R2 block 0.3, M4 PAM 5.6, M4 ag 1.2, M4 antag 0.8 and IDE inh 6.8.
For Cn1c(SCC(=O)Nc2ccccc2F)nnc1C1CCCCC1 the results were CRFBP-R2 agonist -0.7, M5 PAM 7.0, CHRM5 antagonist -2.3, CHRM5 agonist -5.6, CRFBP-R2 block 14.8, M4 PAM 6.7, M4 ag 13.0, M4 antag -0.3 and IDE inh 0.2.
`O=C(CC1NCCNC1=O)OCCCc1ccccc1` (stereo unspecified) gave CRFBP-R2 agonist 2.6, M5 PAM -0.2, CHRM5 antagonist 4.1, CHRM5 agonist 0.3, CRFBP-R2 block -5.3, M4 PAM -0.6, M4 ag 0.1, M4 antag -14.2 and IDE inh -1.6.
For COc1ccnc(Oc2ccc(F)cc2)c1C(=O)N/C=N/OCc1ccccc1 the results were CRFBP-R2 agonist 3.0, M5 PAM -15.1, CHRM5 antagonist 9.4, CHRM5 agonist 2.2, CRFBP-R2 block -15.7, M4 PAM -7.0, M4 ag 17.9, M4 antag 0.1 and IDE inh -0.2.
Screening O=C(COc1ccc2c3c(c(=O)oc2c1)CCC3)NC1CCCCC1 returned CRFBP-R2 agonist -2.0, M5 PAM -2.9, CHRM5 antagonist 7.0, CHRM5 agonist 0.8, CRFBP-R2 block -26.6, M4 PAM -4.4, M4 ag 1.2, M4 antag 8.5 and IDE inh 9.3.
Screening Cc1cc(NC(=O)CCC(=O)N(CCC(C)C)C(C(=O)NC2CCCC2)c2ccccc2C)no1 (stereo unspecified) returned CRFBP-R2 agonist 0.3, M5 PAM -2.1, CHRM5 antagonist 15.0, CHRM5 agonist -3.1, CRFBP-R2 block 8.9, M4 PAM 6.1, M4 ag -0.1, M4 antag -9.8 and IDE inh -0.2.
For CC(C)COc1ccc(C(=S)N2CCCC2)cc1 the results were CRFBP-R2 agonist -0.7, M5 PAM -5.1, CHRM5 antagonist -2.2, CHRM5 agonist -7.3, CRFBP-R2 block 9.8, M4 PAM -13.0, M4 ag -1.7, M4 antag -10.1 and IDE inh 5.7.
`COc1cccc(CNC(=O)CCC2CCCN(C(=O)c3cscn3)C2)c1` (stereo unspecified) gave CRFBP-R2 agonist 2.1, M5 PAM 3.4, CHRM5 antagonist -5.4, CHRM5 agonist 3.6, CRFBP-R2 block -15.3, M4 PAM -0.6, M4 ag 0.4, M4 antag -4.0 and IDE inh -0.9.
C/C(CC(=O)Nc1ccc(C)c(Cl)c1)=N\NC(=O)Cc1ccccc1 was read as CRFBP-R2 agonist -3.6, M5 PAM -2.6, CHRM5 antagonist 2.0, CHRM5 agonist -1.7, CRFBP-R2 block 16.7, M4 PAM -0.4, M4 ag 1.0, M4 antag -1.3 and IDE inh -2.2.
For CN(C)c1nc(-c2ccccc2)c2cc(Cl)ccc2n1 the results were CRFBP-R2 agonist 0.1, M5 PAM -1.0, CHRM5 antagonist 5.1, CHRM5 agonist -1.9, CRFBP-R2 block -10.0, M4 PAM 0.9, M4 ag -0.1, M4 antag 5.5 and IDE inh -4.8.
O=C(CNC(=O)c1ccc(Cl)cc1Cl)OCc1nc2ccccc2s1 was read as CRFBP-R2 agonist -0.8, M5 PAM -1.1, CHRM5 antagonist -3.7, CHRM5 agonist -3.5, CRFBP-R2 block -12.5, M4 PAM 6.0, M4 ag 0.1, M4 antag 0.7 and IDE inh 2.8.
`COc1ccc(CCNC(=O)c2nnn(-c3ccccc3OC)c2N)cc1OC` gave CRFBP-R2 agonist -2.7, M5 PAM -3.3, CHRM5 antagonist 0.8, CHRM5 agonist -0.2, CRFBP-R2 block 27.7, M4 PAM 5.5, M4 ag 1.7, M4 antag 3.7 and IDE inh 1.8.
For COc1ccccc1-c1nn(-c2ccccc2)cc1C(=O)N1CCN(C(=O)c2ccco2)CC1 the results were CRFBP-R2 agonist -2.3, M5 PAM -0.1, CHRM5 antagonist 12.5, CHRM5 agonist -3.3, CRFBP-R2 block -20.8, M4 PAM 3.3, M4 ag -0.1, M4 antag -2.7 and IDE inh -2.3.
For CCc1nnc(NC(=O)CS(=O)(=O)c2ccccc2)s1 the results were CRFBP-R2 agonist 0.2, M5 PAM -1.5, CHRM5 antagonist 5.0, CHRM5 agonist -1.0, CRFBP-R2 block 9.2, M4 PAM 0.7, M4 ag -0.6, M4 antag -2.3 and IDE inh 3.6.
`O=C(Nc1nc2ccccc2s1)c1cc(-c2ccco2)nc2ccccc12` gave CRFBP-R2 agonist 0.0, M5 PAM 1.8, CHRM5 antagonist -7.8, CHRM5 agonist 1.3, CRFBP-R2 block -89.8, M4 PAM 5.1, M4 ag 2.3, M4 antag -17.9 and IDE inh -1.2.
Screening Cn1nnc(NC(=O)c2ccc(C(C)(C)C)cc2)n1 returned CRFBP-R2 agonist 0.8, M5 PAM 1.7, CHRM5 antagonist -3.5, CHRM5 agonist -5.7, CRFBP-R2 block -1.0, M4 PAM 6.7, M4 ag 0.6, M4 antag 12.4 and IDE inh -1.9.
For COc1ccc(S(=O)(=O)NCC2CCCO2)cc1NC(=O)c1ccc(Cl)cc1 (stereo unspecified) the results were CRFBP-R2 agonist -0.4, M5 PAM 1.8, CHRM5 antagonist 3.4, CHRM5 agonist 2.9, CRFBP-R2 block 4.9, M4 PAM -2.4, M4 ag 1.8, M4 antag 7.3 and IDE inh -5.2.
`COc1cccc(NC(=O)c2cc([N+](=O)[O-])ccc2N2CCN(C)CC2)c1` gave CRFBP-R2 agonist -1.6, M5 PAM 12.2, CHRM5 antagonist -2.8, CHRM5 agonist -0.9, CRFBP-R2 block 18.5, M4 PAM -6.5, M4 ag 1.0, M4 antag 3.1 and IDE inh 2.9.
`COc1ccc(C(=O)C2CCCN(Cc3ccc4nonc4c3)C2)c(C)c1` (stereo unspecified) gave CRFBP-R2 agonist -0.5, M5 PAM -6.2, CHRM5 antagonist 11.9, CHRM5 agonist -0.7, CRFBP-R2 block 18.9, M4 PAM -5.4, M4 ag -0.1, M4 antag -3.3 and IDE inh 3.8.
Screening Cc1cccc(NC2=NC(=S)N(c3ccc(C(=O)O)cc3)C23CCCCC3)c1 returned CRFBP-R2 agonist 10.4, M5 PAM 0.4, CHRM5 antagonist -0.5, CHRM5 agonist -1.2, CRFBP-R2 block 13.5, M4 PAM 15.9, M4 ag 0.4, M4 antag 2.6 and IDE inh 2.2.
CN(C)C(CNC(=O)c1ccc2ccccc2n1)c1ccccc1 (stereo unspecified) was read as CRFBP-R2 agonist -0.4, M5 PAM -1.1, CHRM5 antagonist 8.8, CHRM5 agonist -3.0, CRFBP-R2 block -4.4, M4 PAM -1.4, M4 ag 0.5, M4 antag -7.1 and IDE inh -6.7.
Screening O=C(NC(=O)N1CCN(C(c2ccccc2)c2ccccc2)CC1)c1ccccc1 returned CRFBP-R2 agonist 0.1, M5 PAM -30.8, CHRM5 antagonist 16.1, CHRM5 agonist -15.9, CRFBP-R2 block -11.5, M4 PAM -35.3, M4 ag -0.1, M4 antag 29.8* and IDE inh 5.3.
`Nn1c(SCC(=O)NCC2CCCO2)nnc1-c1cc(Cl)ccc1Cl` (stereo unspecified) gave CRFBP-R2 agonist -0.9, M5 PAM 5.3, CHRM5 antagonist 5.7, CHRM5 agonist 1.4, CRFBP-R2 block -4.3, M4 PAM 5.4, M4 ag -0.2 and M4 antag -8.8.
Screening O=C(NCCc1ccccc1F)C1CC(=O)N(c2ccc3c(c2)OCCO3)C1 (stereo unspecified) returned CRFBP-R2 agonist -0.5, M5 PAM -1.4, CHRM5 antagonist -4.0, CHRM5 agonist 0.1, CRFBP-R2 block -1.6, M4 PAM -0.2, M4 ag 1.8 and M4 antag -12.3.
For NC(=S)NNC(=O)Nc1cccc(Cl)c1 the results were CRFBP-R2 agonist 2.2, M5 PAM 0.0, CHRM5 antagonist 0.8, CHRM5 agonist -0.4, CRFBP-R2 block 15.8, M4 PAM 6.2, M4 ag 0.3, M4 antag -1.8 and IDE inh 0.6.
Screening COC(=O)c1ccccc1NC(=O)C1CC(c2ccc(F)cc2)=NO1 (stereo unspecified) returned CRFBP-R2 agonist -4.9, M5 PAM -3.2, CHRM5 antagonist -1.4, CHRM5 agonist -2.3, CRFBP-R2 block 18.9, M4 PAM 4.0, M4 ag -0.6, M4 antag -5.1 and IDE inh 6.3.
For COc1ccc(C(=O)Nn2cnnc2)c(OC)c1 the results were CRFBP-R2 agonist -0.5, M5 PAM 3.2, CHRM5 antagonist -6.2, CHRM5 agonist -3.4, CRFBP-R2 block -14.1, M4 PAM 1.1, M4 ag 0.5, M4 antag 7.9 and IDE inh -9.2.
`COCCNC(=O)CSc1nc2sccc2c(=O)n1-c1ccccc1` gave CRFBP-R2 agonist -0.5, M5 PAM 7.1, CHRM5 antagonist 0.8, CHRM5 agonist -2.3, CRFBP-R2 block -2.7, M4 PAM 5.7, M4 ag -0.3, M4 antag -15.9 and IDE inh -9.9.
